EWS-Fli block = inhibitors of EWS/Fli oncoprotein transcriptional activity. A673 NR0B1-luciferase reporter, viability-normalised. inhibition, % at 12.6 µM. 350,000 tested, 0.67% active. AID 651661;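 active = mean inhibition of at least 50% after viability correction, with every replicate also passing that limit; inconclusive = mean reaches 50% but only one of two replicates passes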;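 also: firefly luciferase signal divided by Alamar Blue viability fluorescence both relative to DMSO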
PGC1a acetyl inh = PGC1a acetylation modulation, inhibitor mode. 350,000 tested, 0.17% active. U2OS PGC1a acetylation, AlphaScreen anti-acetyl-lysine; with virally co-expressed GCN5 acetyltransferase. inhibition, % at 15.6 µM;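 active = every replicate shows inhibition of at least 40%; inconclusive = mean inhibition at least 40% but some replicate below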;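 also: 0% = neutral control wells and 100% = positive control wells; some results beyond the cut were filed as inactive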
LGR2 inh = Drosophila LGR2 receptor signaling inhibition | HEK293 LGR2, CRE-luciferase, bursicon-stimulated, 4 h | AID 720647 | 380,000 tested, 0.35% active | inhibition, % at 9.99 µM;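 active = drop in luminescence signal, shown as inhibition above about 50% in the replicate tests, limit read from the data, passing the limit was not always enough; inconclusive = probably only some replicates passing the limit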;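 also: agonist challenge used bursicon conditioned medium at about half maximal strength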
ERAP1 inh = ERAP1 (human) enzyme inhibition; Q9NZ08; recombinant ERAP1, Leu-AMC fluorescence, 60 min; inhibition, % at 10.7 µM; 340,000 tested, 0.15% active; AID 652197;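 active = mean replicate inhibition of at least 30%, or all replicates individually reaching that 30% level; inactive = mean below 30% and not every replicate reaching it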;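 also: 0% = neutral control wells and 100% = L-leucinethiol positive control wells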
Target sequence (Q9NZ08 whole entry, looked up): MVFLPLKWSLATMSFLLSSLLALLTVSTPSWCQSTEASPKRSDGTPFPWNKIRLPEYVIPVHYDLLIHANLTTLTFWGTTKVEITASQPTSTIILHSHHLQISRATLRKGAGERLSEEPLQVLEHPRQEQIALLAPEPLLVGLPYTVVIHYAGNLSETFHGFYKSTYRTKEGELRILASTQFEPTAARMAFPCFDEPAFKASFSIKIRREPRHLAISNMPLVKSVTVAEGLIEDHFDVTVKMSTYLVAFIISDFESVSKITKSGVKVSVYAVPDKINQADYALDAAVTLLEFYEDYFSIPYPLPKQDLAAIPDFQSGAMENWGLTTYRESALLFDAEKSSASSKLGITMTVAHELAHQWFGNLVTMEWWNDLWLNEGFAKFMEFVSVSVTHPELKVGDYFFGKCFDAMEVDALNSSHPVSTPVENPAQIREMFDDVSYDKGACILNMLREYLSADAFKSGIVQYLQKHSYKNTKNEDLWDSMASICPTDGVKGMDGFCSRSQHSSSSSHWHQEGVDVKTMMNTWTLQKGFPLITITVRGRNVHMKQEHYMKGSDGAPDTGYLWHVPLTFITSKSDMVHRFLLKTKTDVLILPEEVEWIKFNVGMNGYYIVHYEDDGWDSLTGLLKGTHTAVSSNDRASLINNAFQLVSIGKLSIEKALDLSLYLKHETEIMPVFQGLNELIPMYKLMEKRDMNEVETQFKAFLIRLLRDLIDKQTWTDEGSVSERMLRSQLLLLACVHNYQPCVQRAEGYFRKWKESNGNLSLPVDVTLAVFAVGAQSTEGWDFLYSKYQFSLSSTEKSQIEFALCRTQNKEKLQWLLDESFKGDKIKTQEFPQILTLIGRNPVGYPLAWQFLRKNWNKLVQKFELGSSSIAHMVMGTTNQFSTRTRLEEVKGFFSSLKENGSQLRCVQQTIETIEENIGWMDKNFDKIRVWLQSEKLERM
PAX8 inh HTS = lowers PAX8-driven luciferase in RMG-I cells; RMG-I TPO-luciferase reporter, SteadyGlo, 24 h; inhibition, % at 12.6 µM; 360,000 tested, 1.2% active; AID 652154;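 active = mean replicate inhibition at least 60% with every replicate also reaching 60%; inconclusive = only one of the two criteria is met; inactive = mean below 60% and not all replicates reaching 60%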;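 also: luciferase light reporting Pax8 driven TPO promoter activity; plate controls were median of neutral control wells for no effect and mitoxantrone controls for full effect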
FN deposit inh = fibronectin deposition inhibition. 350,000 tested, 0.086% active. inhibition, % at 12.6 µM. AH1F fibroblasts, Alexa488-fibronectin deposition fluorescence, overnight;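 active = mean inhibition across replicates of 30% or more, regardless of how many single replicates reach that level; inconclusive = mean under 30% yet at least half of replicates reach 30%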;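 also: positive control wells lacked labelled fibronectin entirely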
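Material: AH1F fibroblasts assembling fluorescent fibronectin matrix; amount: 10000 AH1F cells/well; medium: DMEM, 2% serum; reagent: Alexa488-fibronectin, 24 nM final in well; dosing: single compound dose, delivered by pin transfer; incubation: 1 h adhesion, overnight exposure; detection: fluorescence after three HBSS washes, excitation 485 nm, emission 525 nm; measure: fibronectin deposition inhibition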
PglD DTNB = PglD (C. jejuni) enzyme inhibition; purified PglD enzyme, DTNB colorimetric CoA detection; inhibition, % at 12.5 µM; 360,000 tested, 0.098% active; AID 602405; in the data active = inhibition above about 16%, passing the limit was not always enough; inconclusive = no clear call, values can overlap the other calls; also: strong numbers were not always called active
S100A4 MyoIIA = blocks human S100A4 binding to myosin IIA peptide | S100A4/TAMRA-MyoIIA peptide fluorescence polarization | inhibition, % at 10.7 µM | 360,000 tested, 0.14% active;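 active = mean inhibition of at least 70% across replicates, with every replicate also reaching that level; inconclusive = mean inhibition reaches 70% but some replicates fall short; inactive = mean inhibition below 70%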
Target sequence (P26447 whole entry, looked up): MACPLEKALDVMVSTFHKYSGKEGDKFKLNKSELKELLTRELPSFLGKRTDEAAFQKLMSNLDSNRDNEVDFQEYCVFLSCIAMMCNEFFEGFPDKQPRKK
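Test system: S100A4 monomer protein; Medium: HEPES pH 7.2 with CaCl2, KCl, NaCl, DTT, Triton; Probe or stimulus: TAMRA-labelled myosin IIA heavy-chain peptide probe, 5 nM; Doses: one dose per compound; Times: polarization read 5 min after assay mix addition, stable 5–60 min; Benchmarks: neutral control DMSO, positive control TFP.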
An asterisk follows results filed as active; ? = inconclusive; nt = no result given.

SMILES	EWS-Fli block	PGC1a acetyl inh	LGR2 inh	ERAP1 inh	PAX8 inh HTS	FN deposit inh	PglD DTNB	S100A4 MyoIIA
CN(C)C(=O)c1cccc(-c2cnc3c(NC=O)cc(-c4cccc(F)c4)cn23)c1	12	3	-15	-11	21	-2	-12	-2
C[C@H]1CCCCO[C@@H](CN(C)Cc2ccccc2)[C@@H](C)CN([C@@H](C)CO)C(=O)c2cc(NC(=O)CCCN(C)C)ccc2O1	-6	13	nt	2	-7	nt	5	8
CCn1nc(C)c(NC(=O)c2ccc(Cl)cc2)c1C	-3	nt	24	1	13	0	nt	0
CCc1ccc(Nc2n[n+](-c3ccccc3)c(-c3ccc(SC)cc3)s2)cc1	3	nt	-113	-1	20	-7	3	-4
CC1CCN(C(=O)c2ccc3c(c2)C(=O)c2ccccc2-3)CC1	-14	3	-17	0	-5	nt	7	-9
COC(=O)[C@]12CCCCC=C1N(Cc1cccc3ccccc13)C(=O)[C@H](CC(=O)N1CCN(C(=O)C3CC3)CC1)C2	0	nt	6	0	13	12	nt	1
C/C(=N/NC(=O)c1ccc(O)cc1)c1cccc([N+](=O)[O-])c1	-75	nt	-11	-5	-71	3	nt	-1
NCC[C@@H]1CC[C@H](NC(=O)C2CCCC2)[C@H](CO)O1	-2	3	3	-2	9	nt	-2	2
COc1ccc(NS(=O)(=O)c2ccc(NC(=S)NCC3CCCO3)cc2)cc1 (centres undefined)	nt	0	-7	-2	5	nt	10	-6
O=C(CCn1c(=O)oc2ccccc21)n1c(=O)oc2ccccc21	nt	-9	nt	nt	-4	0	-6	nt
CC(C)(C)C(=O)c1c(N)[nH]c(C(=O)c2ccccc2)c1-c1ccc(F)cc1	-10	nt	0	-7	-6	0	nt	-5
COc1ccccc1C(CNc1nc(C(F)(F)F)nc2ccccc12)N(C)C (centres undefined)	9	nt	-6	0	7	3	1	3
C[C@H]1CN([C@@H](C)CO)C(=O)c2cc(NC(=O)Nc3ccc4c(c3)OCO4)ccc2O[C@H]1CN(C)Cc1ccc2c(c1)OCO2	19	0	-1	-2	1	nt	1	-3
CCS(=O)(=O)N1CC2(C1)[C@@H](c1ccccc1)[C@@H](CO)N2C(=O)C1CCCC1	-2	nt	-12	2	nt	1	nt	0
CC(C)CCNC(=O)C1CC(c2ccc(C(F)(F)F)cc2)=NO1 (centres undefined)	-3	nt	5	2	-11	9	3	5
CCCN1C[C@@H](C)[C@@H](OC)CN(C)C(=O)c2ccc(NS(C)(=O)=O)cc2OC[C@H]1C	5	nt	-5	0	-9	nt	-2	-2
O=C(NCCc1ccc(F)cc1)c1cc([N+](=O)[O-])ccc1N1CCOCC1	-2	-2	-5	-1	8	nt	-5	-6
CCC(C)Oc1cccc(C(=O)Nc2ccccc2N2CCOCC2)c1 (centres undefined)	nt	-10	nt	nt	8	-4	1	nt
O=C(NCc1cccc(Cl)c1)C1Cc2c(-c3ccccc3Oc3ccccc3)ccnc2O1 (centres undefined)	-9	nt	-15	0	-1	-4	0	-6
Cc1cc(NC2CCCCC2)nc(NCc2ccccc2)n1	29	nt	nt	0	23	12	2	2
CCc1ccc(C(=O)CN(C#N)c2nc(C)cc(C)n2)cc1	nt	49*	-6	2	16	0	0	1
COc1ccc(-c2ccc([C@H]3[C@@H](CO)N4C(=O)CN(C(=O)NC(C)C)C[C@H]34)cc2)cc1	1	1	-4	0	9	nt	nt	-40
CN(CC(=O)NC1CCCCC1)S(=O)(=O)c1cccc2cccnc12	-3	-4	-3	nt	9	2	0	50
Cc1ccsc1/C=N/NC(=O)c1nnn(-c2nonc2N)c1CSc1ccccc1	0	1	-21	2	-7	-1	5	5
O=C1c2ccccc2S(=O)(=O)c2cc(N3CCOCC3)ccc21	9	8	?	nt	-1	2	-20	nt
Further entries
SMILES	EWS-Fli block	PGC1a acetyl inh	LGR2 inh	ERAP1 inh	PAX8 inh HTS	FN deposit inh	PglD DTNB	S100A4 MyoIIA
Cc1cc(C)c2c(-n3cccc3)c(C(=O)O)sc2n1	nt	2	13	nt	nt	-6	-4	nt
CCc1ccc(NS(=O)(=O)c2cc(OC)ccc2OC)cc1	21	nt	24	0	nt	nt	nt	-17
CCOc1ccccc1NC(=O)CCc1c(C)nn(-c2ccc(N3CCCCC3)nn2)c1C	-8	nt	-7	2	-20	0	nt	0
OCCC1CN(Cc2nc3ccccc3s2)CCN1C1CCCC1 (centres undefined)	12	35	-5	-4	-3	0	2	-3
CCOc1ccccc1N1CCN(S(=O)(=O)c2cccs2)CC1	6	nt	-15	-1	nt	nt	6	-1
CC1(C)CC(NC(=O)C(F)(F)F)CC(C)(C)N1OC(=O)c1ccco1	nt	0	nt	nt	13	-1	0	nt
CC1CC(C)(C)NC(=S)N1CCCC(=O)NCCc1ccc(Cl)cc1 (centres undefined)	6	1	15	2	-112	-2	nt	1
CCN(CC(=O)Nc1ccc(OC)cc1)C(=O)c1cc([N+](=O)[O-])ccc1N1CCOCC1	4	nt	-3	7	24	-4	-1	-1
CC(NC(=O)c1ccncc1)c1ccc(Br)cc1 (centres undefined)	8	0	8	0	4	4	3	-4
CCOc1cc(C(=O)NCc2ccc(C)cc2)ccc1OCC(=O)N1CCOCC1	5	nt	-7	-5	-1	0	nt	-3
CN(C)CCN(C(=O)CN1C(=O)c2ccccc2C1=O)c1nc2cc3c(cc2s1)OCO3	nt	nt	-9	-1	nt	-1	-3	-2
CN(C)c1ccc(/C=N/NC(=O)CNC(=O)c2ccc3c(c2)OCCO3)cc1	-6	nt	1	-18	-9	-7	nt	0
COC(=O)C1=C(C(=O)OC)[C@@H]2N(Cc3ccccc3)c3ccccc3[C@@]23C[C@@H](C(=O)OC)N(C(C)=O)C3=N1	8	-8	24	-3	-9	0	-5	-4
C[C@H](CO)N1C[C@H](C)[C@H](CN(C)C(=O)NC2CCCC2)Oc2ncc(-c3cccnc3)cc2C1=O	-7	-1	-7	-4	nt	-3	3	-141
CN1OC[C@@H]2CN(Cc3ccc(Cl)cc3)[C@H](c3cccc(Br)c3)C[C@@H]21	4	10	1	-4	8	nt	0	-13
Cc1ccc(CS(=O)Cc2ccc(C(=O)N3CCN(c4ccccc4)CC3)o2)cc1 (centres undefined)	7	3	-15	0	1	0	1	-5
Oc1ccc(N2CCN(Cc3cc4c(cc3Br)OCCO4)CC2)cc1	8	nt	2	-5	22	-10	0	2
O=C(c1cccc([N+](=O)[O-])c1)n1nc(-c2ccccc2)nc1NCc1ccccc1	nt	nt	-40	nt	-61	1	-18	nt
Cc1ccc(S(=O)(=O)Nc2ccc3c(c2)C(=O)N([C@H](C)CO)C[C@H](C)[C@H](CN(C)C(=O)NC2CCCCC2)OCCCC[C@@H](C)O3)cc1	-14	-1	2	-1	-26	nt	1	27
O=C(/C=C/c1cccs1)NC(=S)Nc1ccc(C(=O)O)cc1	-5	-3	6	0	-25	4	6	-1
CC(C)NC(=O)Nc1ccc2c(c1)CC(=O)N([C@H](C)CO)C[C@@H](C)[C@H](CN(C)Cc1ccc(Oc3ccccc3)cc1)O2	10	-11	-6	3	-10	nt	4	-5
O=C(C[C@@H]1C=C[C@H](NC(=O)CC2CC2)[C@@H](CO)O1)NCc1ccccc1	-2	nt	-5	0	nt	nt	nt	6
CC(Cc1ccccc1)C(=O)N1CCN(C)CC1 (centres undefined)	0	nt	-11	-2	-22	19	6	2
COc1ccc(-c2oc(=O)c3cc(OC)c(OC)cc3c2/C=C/c2ccc(F)cc2)cc1	-17	nt	-11	0	6	4	0	-6
CC/C(C)=N/NC(=S)NCc1ccco1	nt	-12	-11	nt	-6	4	-2	nt

Complete entries as entered above. Order of values: EWS-Fli block, PGC1a acetyl inh, LGR2 inh, ERAP1 inh, PAX8 inh HTS, FN deposit inh, PglD DTNB, S100A4 MyoIIA
CCN(CC(=O)Nc1ccc(OC)cc1)C(=O)c1cc([N+](=O)[O-])ccc1N1CCOCC1 is listed as 4, nt, -3, 7, 24, -4, -1, -1
CC(Cc1ccccc1)C(=O)N1CCN(C)CC1 (centres undefined) is listed as 0, nt, -11, -2, -22, 19, 6, 2

(cont.)
SMILES	EWS-Fli block	PGC1a acetyl inh	LGR2 inh	ERAP1 inh	PAX8 inh HTS	FN deposit inh	PglD DTNB	S100A4 MyoIIA
C[C@@H]1CN([C@@H](C)CO)C(=O)Cc2cc(NS(=O)(=O)c3ccc(Cl)cc3)ccc2O[C@H]1CN(C)CC1CC1	7	1	4	-2	nt	nt	0	2
Cc1ccc(N=Cc2cccc(O)c2O)c(C)c1	nt	5	nt	nt	-26	-1	-4	nt
O=C(N[C@H]1CC[C@@H](CC(=O)N2CCOCC2)O[C@H]1CO)c1ccc2c(c1)OCO2	2	11	11	1	-1	6	0	7
Cc1ccccc1NC(=O)C1CCCN(c2ncnc3onc(-c4ccc(F)cc4)c23)C1 (centres undefined)	8	1	-14	-4	3	-14	1	4
O=S(=O)(CCN1CCN(c2ccccn2)CC1)c1ccc(Cl)cc1Cl	12	-1	-2	nt	5	-2	2	-2
Cc1ccc(C(=O)N/N=C/c2ccc(-c3cccc(C(F)(F)F)c3)o2)cn1	50*	5	nt	0	25	1	7	-3
O=C(NCc1cccnc1)C1CCC(c2ccc(Cl)cc2)CC1 (centres undefined)	5	nt	7	nt	1	-8	nt	1
COc1ccc(N2C(=O)c3ccccc3NC23CCCCC3)cc1	-39	-16	-16	2	nt	nt	-1	-5
O=C(O)CSCC(=O)NCc1ccccc1Cl	-4	nt	15	5	5	nt	nt	1
S=c1[nH]nc(-c2ccc(Cl)cc2)n1/N=C/c1ccco1	8	nt	nt	1	-46	-1	nt	-17
CCOC(=O)c1sc(N2C(=O)C(O)=C(C(=O)c3ccco3)C2c2cccc([N+](=O)[O-])c2)nc1C (centres undefined)	6	nt	2	-5	nt	-3	1	-2
CSc1ccccc1NC(=O)CN(C)Cc1cc(=O)n2ccsc2n1	9	2	-2	-4	0	-13	nt	1
O=C(C#Cc1ccccc1)c1cccc([N+](=O)[O-])c1	67*	33	-7	-1	nt	nt	-2	-11
O=S(=O)(c1ccc(Oc2ccc(F)c(Cl)c2)nc1)N1CCOCC1	8	-2	3	3	-14	4	5	-5
C[C@H](CO)N1C[C@H](C)[C@@H](CN(C)C(=O)Nc2ccc(F)cc2)Oc2ccc(NS(=O)(=O)c3cccs3)cc2CC1=O	-6	0	8	-2	12	nt	-1	-16
COC(=O)[C@]1(Cc2ccccc2)N=C(c2ccc(OCCCO)cc2)O[C@@H]1c1ccccc1N=[N+]=[N-]	-60	nt	nt	1	51	nt	-5	-8
CC1(C)N=C(c2ccccc2)C(c2ccccc2)=N1	4	10	-5	1	-4	-6	-4	2
O=C(Nc1ccc(C(=O)O)cc1)/C(=C\c1ccco1)NC(=O)c1ccc(Br)o1	-2	nt	8	5	-1	3	nt	2
CCOc1ccc(S(=O)(=O)Nc2ccc(C(=O)NCc3ccncc3)cc2)cc1	14	0	10	-2	7	-7	-5	0
CC(C)c1nnc(NC(=O)CCCCCN2C(=O)C3C4C=CC(C4)C3C2=O)s1 (centres undefined)	-16	-14	-20	6	2	3	4	5
CCNC(=O)Nc1ccc2c(c1)C(=O)N(C)[C@@H]1CC[C@@H](CC(=O)NCc3ccc(F)cc3)O[C@@H]1CO2	0	4	-1	-1	8	-6	7	-14
FCCCOc1ccc(CN2CCN(c3ccccc3F)CC2)cc1	-3	nt	-4	0	23	-3	2	-5
CC(C)NC(=O)Nc1cccc2c1O[C@H](CN(C)Cc1ccccc1)[C@H](C)CN([C@H](C)CO)C2=O	-9	15	-6	-2	-16	-3	-1	1
